TbMetRS inhib – blocks T. brucei methionyl-tRNA synthetase activity | inhibition, % at 11.9 µM | 0.4% of 360,000 active | purified T. brucei MetRS, ATP depletion, Kinase-Glo luminescence;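 active means inhibition above a per-plate cutoff of the control wells' mean inhibition plus 3 SD, cut at about 5.5% in these data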;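 further: 0% = DMSO wells median and 100% = median of wells with control inhibitor compound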
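Dosing: 11.9 µM single point; system: parasite MetRS enzyme; technique: luminescence of leftover ATP; times: 15 min enzyme-compound preincubation, 2 h reaction, 10 min detection, 25 °C; replicates: each compound tested once; read-out basis: percent inhibition relative to median high and low control wells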
MLLE-PAM2 inh – blocks PAM2 peptide binding to the PABP1 MLLE domain. 0.36% of 360,000 active. inhibition, % at 20 µM. GST-MLLE / FITC-PAM2 fluorescence polarization. P11940; in the data active means inhibition above about 35%, passing the limit was not always enough;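 further: plate controls were DMSO wells with GST-MLLE for no effect and wells lacking GST-MLLE protein for full effect; some results filed as inactive read as strong as hits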
LMPTP block – LMPTP (human) inhibition. recombinant LMPTP-A, OMFP fluorogenic substrate, fluorescence intensity. 0.22% of 360,000 active. AID 651560. inhibition, % at 20 µM. P24666;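 active means compounds that cut the enzyme signal by at least half of the control window in the single-dose screen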;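 further: plate controls were DMSO wells with enzyme plus substrate for no effect and substrate without enzyme for full effect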
Target sequence (P24666 whole entry, looked up): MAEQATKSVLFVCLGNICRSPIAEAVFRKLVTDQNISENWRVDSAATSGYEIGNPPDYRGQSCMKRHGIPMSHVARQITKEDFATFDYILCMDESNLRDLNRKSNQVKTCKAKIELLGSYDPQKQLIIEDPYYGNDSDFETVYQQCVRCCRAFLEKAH
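Assay system: LMPTP-A enzyme. Input: 0.625 nM LMPTP-A final. Probe or stimulus: 400 µM OMFP. Compound dosing: single 20 µM dose. Schedule: 50 min dark incubation at room temperature. Detection: fluorescence intensity of OMFP turnover product. Read-out: percent inhibition versus substrate-only and uninhibited controls. Benchmarks: no-enzyme low control, uninhibited high control.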
NadD inh – blocks S. aureus nicotinate mononucleotide adenylyltransferase. purified NadD enzyme, colorimetric absorbance read-out. 0.78% of 360,000 active. inhibition, % at 20 µM; in the data active means inhibition above about 26%; further: some compounds past the cut are filed as inactive
CSN deneddyl inh – inhibitors of human CSN-mediated cullin deneddylation | Q92905 | Purified CSN, SCF-Nedd8-OG deneddylation, fluorescence polarization | inhibition, % at 12.5 µM | 0.38% of 360,000 active | AID 651999;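 active means pattern-corrected inhibition above about 35%, with an unprinted fluorescence ratio check between 0.5 and 1.5, limit read from the data, passing the limit was not always enough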;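 further: 0% = enzyme with substrate and 100% = substrate without enzyme; some results filed as inactive read as strong as hits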
Target sequence (Q92905 whole entry, looked up, one chain of several): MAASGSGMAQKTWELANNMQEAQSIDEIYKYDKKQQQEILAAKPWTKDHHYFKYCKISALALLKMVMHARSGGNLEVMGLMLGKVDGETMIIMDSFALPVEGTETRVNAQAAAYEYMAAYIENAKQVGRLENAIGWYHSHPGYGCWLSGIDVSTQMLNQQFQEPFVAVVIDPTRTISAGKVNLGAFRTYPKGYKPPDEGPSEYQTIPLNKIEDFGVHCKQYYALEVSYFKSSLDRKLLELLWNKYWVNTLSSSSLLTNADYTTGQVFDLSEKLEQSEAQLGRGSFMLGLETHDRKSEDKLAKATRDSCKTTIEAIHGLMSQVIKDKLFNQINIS
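Assay system: Purified human Csn5 enzyme expressed in HEK293T cells | Amount: Enzyme 0.24 nM | Measured by: Fluorescence polarization readout | Medium: Tris/NaCl/DTT buffer, pH 7.5 | Compound dosing: One concentration, 12.5 µM, 0.25% DMSO | Times: 90 min incubation of compound, enzyme and substrate at room temperature | Control set: no-enzyme wells high, enzyme-with-substrate wells low | Read-out: % inhibition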
Scp-1 inhibitor – inhibitors of human Scp-1 phosphatase | Q9GZU7 | Recombinant Scp1, phosphopeptide, malachite green phosphate absorbance | inhibition, % at 20 µM | 0.88% of 340,000 active | AID 493091;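 active means inhibition above about 50% at 20 µM, limit read from the data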;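 further: plate controls were DMSO wells with enzyme for no effect and wells lacking enzyme for full effect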
Target sequence (Q9GZU7 76-261 limits assumed): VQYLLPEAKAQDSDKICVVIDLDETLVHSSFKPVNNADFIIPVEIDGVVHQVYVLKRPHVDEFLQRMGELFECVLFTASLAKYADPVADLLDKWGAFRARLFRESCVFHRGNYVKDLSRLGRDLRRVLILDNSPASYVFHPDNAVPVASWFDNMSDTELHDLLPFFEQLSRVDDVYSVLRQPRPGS
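Material: truncated SCP-1 phosphatase (76-261aa) / Buffer or medium: 50 mM Tris acetate pH 5.5, 0.005% Tween-20, 10 mM MgCl2 / Compound dosing: one concentration, 20 µM, with 1.0% DMSO / Incubation: 45 min room-temperature reaction, 5 min colour, 30 min stabiliser / Detection: colorimetric free-phosphate detection, absorbance 630 nm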
Rpn11 inh – inhibitors of human proteasome Rpn11. AID 588493. 0.59% of 360,000 active. human 26S proteasome, Ub4-pepOG fluorescence polarization; 20S core pre-blocked with epoxomicin. calls only at 20 µM;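 active means inhibition at 20 µM, scaled to each plate's controls, above about 33%, limit read from the data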
Target sequence (O00487 whole entry, looked up): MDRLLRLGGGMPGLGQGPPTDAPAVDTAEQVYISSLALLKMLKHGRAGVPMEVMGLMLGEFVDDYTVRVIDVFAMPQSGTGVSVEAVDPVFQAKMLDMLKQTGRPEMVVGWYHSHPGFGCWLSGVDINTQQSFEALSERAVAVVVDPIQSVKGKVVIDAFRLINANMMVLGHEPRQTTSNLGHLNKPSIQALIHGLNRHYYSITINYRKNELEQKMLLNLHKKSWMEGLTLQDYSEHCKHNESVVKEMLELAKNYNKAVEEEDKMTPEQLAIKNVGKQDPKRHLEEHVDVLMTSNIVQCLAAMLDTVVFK
DNMT1 block – DNMT1 (human) enzyme inhibition; 0.83% of 360,000 active; inhibition (reported as % activation of signal), % at 10 µM; DNMT1 molecular beacon, Hinp1I cleavage, fluorescence; in the data active means inhibition above about 50%
STEP inh – blocks human striatal-enriched tyrosine phosphatase; AID 588621; 0.25% of 360,000 active; recombinant STEP, OMFP fluorogenic substrate, fluorescence; inhibition, % at 20 µM;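 active means inhibition at 20 µM, scaled per plate between control wells, above about 37%, limit read from the data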;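 further: 0% = DMSO with enzyme and substrate and 100% = substrate only without enzyme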
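medium = Bis-Tris buffer pH 6.0, 2.5 mM DTT, 0.005% Tween 20 | test system = STEP (striatal-enriched tyrosine phosphatase) enzyme, cell-free | measure = normalized % inhibition | compound dosing = 20 µM, 1% DMSO | also added = 25 µM OMFP | schedule = reaction 20 min, ambient temperature | measured by = fluorescence read at 480 nm ex / 540 nm em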
SUMO1 PPI mod – SUMO1-SIM interaction modulation; 0.33% of 360,000 active; SUMO1 binding to a labelled peptide, TR-FRET, 1 h; P63165; inhibition, % at 20 µM; AID 602429; in the data active means inhibition above about 37%
Starred values were filed as active, the others as inactive; i = inactive; & = joins results of further samples.

The opening 5 records as a preview:
Screens in order – TbMetRS inhib, MLLE-PAM2 inh, LMPTP block, NadD inh, CSN deneddyl inh, Scp-1 inhibitor, Rpn11 inh, DNMT1 block, STEP inh, SUMO1 PPI mod
> Clc1cccc(NCc2nnc3n2CCCCC3)c1
 : 0.2, -6, -3.9, -3, 3, -10, i, -1, 0, 3
> NC(=O)C1C(=O)c2ccccc2C1(C[N+](=O)[O-])c1ccccc1 (stereo not drawn)
 : 0.0, 20, 1.4, 3, 2, -5, i, -9, -1, -16
> CCc1cccc(CC)c1NC(=O)C(CC)Sc1nc2ccncc2[nH]1 (stereo not drawn)
 : -0.6, -24, 16, -7, 1, -7, i, -5, 4, 5
> Cc1ccc(C)c(NC(=O)C[n+]2ccccc2)c1
 : -1.1, -11, -1.5, -4, 3, 2, i, 2, -7, 8
> Cc1ccccc1-n1nnnc1SCc1csc(-c2ccccc2)n1
 : 0.1, 8, 3.7, 1, -3, -9, i, -5, 4, 3

The listing (from the top)
Screens in order – TbMetRS inhib, MLLE-PAM2 inh, LMPTP block, NadD inh, CSN deneddyl inh, Scp-1 inhibitor, Rpn11 inh, DNMT1 block, STEP inh, SUMO1 PPI mod
> Clc1cccc(NCc2nnc3n2CCCCC3)c1
 : 0.2, -6, -3.9, -3, 3, -10, i, -1, 0, 3
> NC(=O)C1C(=O)c2ccccc2C1(C[N+](=O)[O-])c1ccccc1 (stereo not drawn)
 : 0.0, 20, 1.4, 3, 2, -5, i, -9, -1, -16
> CCc1cccc(CC)c1NC(=O)C(CC)Sc1nc2ccncc2[nH]1 (stereo not drawn)
 : -0.6, -24, 16, -7, 1, -7, i, -5, 4, 5
> Cc1ccc(C)c(NC(=O)C[n+]2ccccc2)c1
 : -1.1, -11, -1.5, -4, 3, 2, i, 2, -7, 8
> Cc1ccccc1-n1nnnc1SCc1csc(-c2ccccc2)n1
 : 0.1, 8, 3.7, 1, -3, -9, i, -5, 4, 3
> CCOC(=O)Cn1c(=O)oc2cc(S(=O)(=O)N3CCN(C(=O)OCC)CC3)ccc21
 : -0.9, -9, -0.3, -4, 8, 3, i, 2, -3, 0
> Cc1sc2nc(CSCC(=O)Nc3c(F)cccc3F)[nH]c(=O)c2c1C
 : -0.5, 20, 1.2, -2, 1, -7, i, 0, 0, 5
> COc1ccccc1OCCNc1nc2c(c(=O)n(C)c(=O)n2C)n1C
 : 0.2, 4, 0.2, -7, -1, -1, i, -1, 1, 8
> CCCCNC(=O)COC(=O)CCC(=O)c1cccs1
 : -0.3, 3, -0.6, 3, 5, -5, i, 0, 8, -2
> Cc1cnc(C(=O)Nc2ccccc2-n2cccc2)cn1
 : -0.4, -2, -0.5, 2, 2, -6, i, 0, 1, -2
> COc1ccc(-c2nc3ccccc3c(=O)n2CCOc2cc(C)ccc2C)cc1
 : -0.8, -9, 1.0, 6, -5, 11, i, 6, 2, -3
> Cc1occc1-c1nnc(SCC(=O)c2ccc3c(c2)OCCO3)n1CC1CCCO1 (stereo not drawn)
 : -1.7, -18, 1.9, 3, 3, -4, i, 1, -4, 10
> CC(=O)c1ccc(NC(=O)CN2CCN(CC(=O)Nc3ccc(C(C)=O)cc3)CC2)cc1
 : -1.9, 3, -2.6, -1, -2, 1, i, 4, -2, 6
> CC1CCCN(C(=O)C2CCN(S(=O)(=O)c3cccc4nonc34)CC2)C1 (stereo not drawn)
 : -0.3, 14, -0.9, -4, -4, 2, i, 1, -1, -24
> COc1cc(C(=O)N=C2SC3CS(=O)(=O)CC3N2c2ccccc2)cc(OC)c1OC (stereo not drawn)
 : -0.1, -11, 0.0, -5, 0, -5, i, -10, 3, -7
> Cc1ccc(Cl)cc1-c1ccc(/C=N/n2cnnc2)o1
 : -1.4, 23, -1.6, -5, -7, -5, i, 2, 1, -17
> CC(C)Cc1nc(NCCN2CCOCC2)c(C#N)c2c1COC(C)(C)C2
 : -0.5, 1, -2.7, 2, 3, -3, i, -2, 0, -1
> COc1ccccc1CNCc1cccc(Oc2ccccc2)c1
 : -0.8, 13, -1.5, -14, -4, 3, i, 0, 1, -2
> CCN(CC)C(=O)CSC1=C(C#N)C(c2ccco2)C(C(=O)OCCOC)=C(C)N1 (stereo not drawn)
 : -0.3&0.1, -9&10, -2.5&-1.0, -4&-3, -4&-7, -10&-3, i, 3&-1, 5&-5, -13&-7
> CCOC(=O)NC1Cc2ccccc2C1Sc1ccccn1 (stereo not drawn)
 : -0.7, 7, -0.6, -4, -1, -10, i, 2, -2, 0
> O=C(CNc1cccc(C(F)(F)F)c1)N/N=C/c1ccccc1C(=O)O
 : -0.4, 3, -0.9, 4, 1, -7, i, 0, -1, -1
> CCOC(=O)C1(Cc2ccc(OC)cc2)CCN(C(=O)c2cc(C)nn2C)CC1
 : -0.6, -4, -0.1, -13, -2, -7, i, -1, -4, 5
> CC(NC(=S)NC1CCCCC1)C(c1ccccc1)N1CCOCC1 (stereo not drawn)
 : -1.0, 12, 3.1, -3, -5, 3, i, 1, 4, 1
> COc1ccc(/C=C/C(=O)N2CCN(C)CC2)cc1OC
 : 0.7, 8, -3.7, -5, 1, -6, i, 2, -1, -6
> CC(=O)Nc1cccc(NC(=O)C(=O)Nc2ccc3c(c2)N(C(=O)C2CC2)CCC3)c1
 : -0.2, 7, 2.1, 0, 3, -9, i, -4, 2, -2
> Cc1ccc(C2(CC(=O)Nc3nccs3)CCOC(C(C)C)C2)cc1 (stereo not drawn)
 : 0.0, -1, -0.9, -4, 1, -5, i, -5, -4, -1
> O=C(O)Cn1c2ccccc2c2ccccc21
 : -0.6, -17, -1.4, -1, -13, -9, i, 3, -3, -1
> COC(=O)c1ccc(C2/C(=C(/O)c3ccc(OC)cc3)C(=O)C(=O)N2Cc2ccco2)cc1 (stereo not drawn)
 : 0.0, -1, 2.3, 9, 2, -6, i, 5, 4, -10
> Nc1nc(SCc2ccc([N+](=O)[O-])cc2)nc2nc3c(cc12)CCCC3
 : 0.1, -27, 2.5, 10, 10, 3, i, 4, -1, 0
> CC1CC(C)CN(Cc2nc(N)nc(Nc3ccc4ccccc4c3)n2)C1 (stereo not drawn)
 : 0.1, -11, 0.4, -2, 0, -5, i, -7, 0, -1

Later entries:
Screens in order – TbMetRS inhib, MLLE-PAM2 inh, LMPTP block, NadD inh, CSN deneddyl inh, Scp-1 inhibitor, Rpn11 inh, DNMT1 block, STEP inh, SUMO1 PPI mod
> COC(=O)c1cc(OC)c(OC)cc1NC(=S)N1CCN(C)CC1
 : -0.7, 25, -0.9, 1, 1, -2, i, 6, -2, 1
> COc1ccc(NC(=O)C2CCCN(S(=O)(=O)c3cccnc3)C2)cc1 (stereo not drawn)
 : 0.2, 2, -0.1, 1, -3, -2, i, -2, 0, 3
> O=C(CSc1cccc[n+]1[O-])Nc1cccc(Oc2ccccc2)c1
 : -0.6, 8, -1.6, -8, -5, -5, i, -4, 1, 3
> COc1ccc(CCNS(=O)(=O)c2ccc(F)cc2)cc1OC
 : -1.1, -1, -0.2, -3, 2, -4, i, 0, -3, 0
> Cc1ccc(NC(=O)NCCCN2CCCC2=O)cc1Cl
 : -0.4, -2, -1.7, 2, 1, -4, i, 0, 2, 2
> CCOC(=O)CCCn1nc(C)n2c(cc3sccc32)c1=O
 : -0.2, -4, 0.2, 2, 1, 3, i, 0, 1, -5
> COc1ccc(OC)c(CNC(=O)CCn2c(=O)c3cccn3c3ccc(F)cc32)c1
 : -0.1, -19, 0.5, -2, -5, 30, i, -4, 0, -1
> Cc1ccc(S(=O)(=O)NC(Cc2ccccc2)C(=O)O)cc1 (stereo not drawn)
 : -0.3, -5, -0.6, -7, 3, -9, i, 1, -1, -5
> COC(=O)NNC(=O)Cc1cccc2ccccc12
 : -0.2, 5, -0.1, -3, -11, -4, i, 2, 1, 0
> COc1ccccc1-n1c(Cc2cccs2)n[nH]c1=S
 : -0.5, -37, 0.0, 4, 0, -6, i, 3, 1, 2
> O=C(NCCc1ccccc1Cl)c1ccc2nc3ccccc3c(=O)n2c1
 : -0.8, -4, 0.7, 1, 3, 15, i, -1, 0, -15
> CC(C)(C)OC(=O)N[C@H](/C=C/c1ccccc1)C(=O)OC(C)(C)C
 : -0.3, -2, 1.0, -3, 6, -8, i, 9, 3, 2
> CCc1ccc2oc(C(=O)N3CCN(c4ccc(OC)cc4)CC3)cc(=O)c2c1
 : -1.0, 2, 0.0, -3, -1, -6, i, 0, 1, 0
> COc1cc(NCCCC(C)N)c2ncccc2c1 (stereo not drawn)
 : 2.8, 100, 0.7, 4, -12, -7, i, 49, 2, -24

3 records drawn at random from those above, as already listed:
Screens in order – TbMetRS inhib, MLLE-PAM2 inh, LMPTP block, NadD inh, CSN deneddyl inh, Scp-1 inhibitor, Rpn11 inh, DNMT1 block, STEP inh, SUMO1 PPI mod
> CCOC(=O)C1(Cc2ccc(OC)cc2)CCN(C(=O)c2cc(C)nn2C)CC1
 : -0.6, -4, -0.1, -13, -2, -7, i, -1, -4, 5
> Cc1ccc(NC(=O)NCCCN2CCCC2=O)cc1Cl
 : -0.4, -2, -1.7, 2, 1, -4, i, 0, 2, 2
> COC(=O)c1cc(OC)c(OC)cc1NC(=S)N1CCN(C)CC1
 : -0.7, 25, -0.9, 1, 1, -2, i, 6, -2, 1
